RBBP9 inh: inhibitors of human serine hydrolase RBBP9. recombinant RBBP9, FP-Rh probe fluorescence polarization. inhibition, % at 7.94 µM. O75884. AID 1515. hit rate 0.2% among 220,000;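 active = inhibition above the campaign mean of all tested compounds plus 3 SD, cut at about 14% in these data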;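 also: plate controls were DMSO wells with RBBP9 for no effect and wells lacking RBBP9 protein for full effect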
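Test system – recombinant human RBBP9 · Input – RBBP9 2.5 µM in dispensing solution, pre-mixing · Medium – Tris buffer pH 8.0, NaCl, Pluronic · Schedule – preincubation 30 min plus labeling 45 min at 25 °C · Measured by – fluorescence polarization · Measure – % inhibition · Controls – DMSO and no-protein wells · Replicates – one well per compound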
Ba/F3 V617F tox: loss of viability in JAK2V617F-driven Ba/F3 cells; Ba/F3 EpoR-JAK2V617F viability, ATP luminescence; inhibition, % at 5.6 µM; hit rate 1.1% among 220,000; AID 1446;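 active = inhibition above the campaign mean plus 3 SD over all tested compounds, cut at about 24% in these data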;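 also: cytokine-independent growth of Ba/F3 cells driven by EpoR plus mutant JAK2; 0% = DMSO-treated cells and 100% = JAK inhibitor I control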
NPY-Y1 PAM-ag: potentiators or agonists of human neuropeptide Y receptor Y1. P25929. NPY-Y1 expressing cells, potentiator/agonist activation. activation, % at 3.6 µM. hit rate 0.37% among 220,000. AID 1304; in the data active = activation above about 33%, passing the limit was not always enough;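 also: cells stimulated with NPY at EC10 then isoproterenol at EC100; 0% = low agonist plus stimulus and 100% = saturating agonist plus stimulus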
NPY-Y1 antag: NPY-Y1 (human) receptor antagonism; HEK293-CNG Y1 cells, membrane potential fluorescence; NPY at EC95, then isoproterenol; hit rate 1% among 200,000; inhibition, % at 3.6 µM;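 active = inhibition above the campaign mean inhibition of all tested compounds plus 3 SD, cut at about 20% in these data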;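 also: 0% = DMSO wells given NPY plus isoproterenol and 100% = isoproterenol alone without NPY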
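Assay system: HEK293 cells with Y1 receptor plus CNG channel | Probe or stimulus: NPY (25 nM), isoproterenol (1 µM), Ro 20-1724 (25 µM) | Timing: Compound incubation 1 h at room temperature, readout 45 min post-stimulation | Measured by: Membrane-potential fluorescent dye readout | Benchmarks: High control isoproterenol alone, low control NPY with isoproterenol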
S1P4 agonist: human S1P4 receptor agonism; O95977; S1P4-expressing cell line, agonist reporter assay; activation, % at 4.98 µM; hit rate 0.35% among 220,000; AID 1509; in the data active = activation above about 11%;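 also: 0% = DMSO vehicle and 100% = reference agonist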
Target sequence (O95977 whole entry, looked up): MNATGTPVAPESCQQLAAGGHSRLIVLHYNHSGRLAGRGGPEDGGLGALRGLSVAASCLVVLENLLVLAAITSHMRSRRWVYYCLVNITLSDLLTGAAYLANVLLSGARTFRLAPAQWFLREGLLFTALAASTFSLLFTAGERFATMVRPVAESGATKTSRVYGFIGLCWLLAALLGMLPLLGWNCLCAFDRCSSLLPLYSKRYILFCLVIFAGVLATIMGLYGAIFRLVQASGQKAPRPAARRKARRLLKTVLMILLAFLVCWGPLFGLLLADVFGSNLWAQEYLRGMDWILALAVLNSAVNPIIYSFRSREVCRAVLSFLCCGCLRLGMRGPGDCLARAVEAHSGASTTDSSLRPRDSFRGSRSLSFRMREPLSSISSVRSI
BaF3 tox: counter-screen for JAK2V617F inhibitors: parental Ba/F3 viability inhibitors | CellTiter-Glo ATP luminescence | inhibition, % at 5.6 µM | hit rate 1.1% among 220,000 | AID 1486;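 active = inhibition above a per-campaign cutoff, the mean inhibition of all tested compounds plus 3 SD, cut at about 27% in these data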;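 also: 0% = DMSO wells and 100% = JAK Inhibitor I control wells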
NPY2 pot ag: human NPY-Y2 potentiation or agonism, primary screen; P49146; cells expressing NPY-Y2, potentiator/agonist read-out; activation, % at 3.6 µM; hit rate 0.45% among 220,000; in the data active = activation above about 27%;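 also: cells stimulated with NPY near EC25 plus isoproterenol at EC100; 0% = vehicle plus submaximal agonist and 100% = vehicle plus saturating agonist; some results beyond the cut were filed as inactive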
Runt-CBFb FRET: blocks binding of human RUNX1 Runt domain to CBFb; Q01196+Q13951; Cerulean-Runt/Venus-CBFb FRET ratio 530/480, 1 h; inhibition, % at 20 µM; hit rate 0.46% among 220,000;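 active = inhibition over about 50% at 20 µM in the single-dose screen, limit read from the data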;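 also: 0% = DMSO wells and 100% = excess unlabeled CBFb competitor control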
Target sequence (Q01196 whole entry, looked up, the tested form may be a part): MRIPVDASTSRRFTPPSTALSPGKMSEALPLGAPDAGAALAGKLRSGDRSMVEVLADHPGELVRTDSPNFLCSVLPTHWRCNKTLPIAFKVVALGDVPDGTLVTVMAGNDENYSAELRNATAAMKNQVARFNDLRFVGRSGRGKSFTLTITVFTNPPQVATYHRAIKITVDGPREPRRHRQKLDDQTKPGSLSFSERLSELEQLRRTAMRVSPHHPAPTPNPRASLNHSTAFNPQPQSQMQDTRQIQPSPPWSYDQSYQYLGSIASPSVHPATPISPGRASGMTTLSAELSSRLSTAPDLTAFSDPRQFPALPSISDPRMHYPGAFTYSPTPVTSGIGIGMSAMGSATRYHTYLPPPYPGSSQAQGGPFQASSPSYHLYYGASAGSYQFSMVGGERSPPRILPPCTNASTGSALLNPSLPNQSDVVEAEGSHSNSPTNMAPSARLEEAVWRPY
Target sequence (Q13951 whole entry, looked up, the tested form may be a part): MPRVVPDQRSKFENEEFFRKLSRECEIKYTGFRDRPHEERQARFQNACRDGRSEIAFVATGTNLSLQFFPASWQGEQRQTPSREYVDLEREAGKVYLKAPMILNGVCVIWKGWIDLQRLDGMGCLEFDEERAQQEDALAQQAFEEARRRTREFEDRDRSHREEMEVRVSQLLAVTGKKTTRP
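System: Cerulean-labeled Runt domain protein | Quantity: 100 nM of each labeled protein | Schedule: 1 h compound exposure, room temperature | Detection: Fluorescence energy transfer, 422 nm excitation, 530/480 nm emission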
S1P4 antag: human S1P4 receptor antagonism; O95977; S1P4-expressing cells, antagonist mode, reporter read-out; inhibition, % at 4.98 µM; hit rate 0.26% among 220,000; AID 1510; in the data active = inhibition above about 29%;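 also: 0% = wells stimulated with agonist and 100% = vehicle wells without agonist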
* = called active by the depositor. Compounds as they come; 3.6% or so of the library scored in one or more.

Sample of the layout (2 entries):
Screening Cc1ccc(C2(C(F)(F)F)N=C3Sc4cc(C)cc(C)c4N3C(=O)N2)cc1 (centres undefined) returned RBBP9 inh -2.7, Ba/F3 V617F tox 2.1, NPY-Y1 PAM-ag -22.8, NPY-Y1 antag 3.6, S1P4 agonist -0.7, BaF3 tox 10.5, NPY2 pot ag -20.2, Runt-CBFb FRET -1.7 and S1P4 antag -3.1.
`COc1ccc(Cn2c(=O)c3[nH]cnc3n(-c3ccc(C)cc3)c2=O)cc1` gave RBBP9 inh -7.4, Ba/F3 V617F tox -4.5, NPY-Y1 PAM-ag -13.5, S1P4 agonist -0.8, BaF3 tox 1.3, NPY2 pot ag -18.1, Runt-CBFb FRET 1.3 and S1P4 antag 5.2.

This part in full, repeating the preview:
Screening Cc1ccc(C2(C(F)(F)F)N=C3Sc4cc(C)cc(C)c4N3C(=O)N2)cc1 (centres undefined) returned RBBP9 inh -2.7, Ba/F3 V617F tox 2.1, NPY-Y1 PAM-ag -22.8, NPY-Y1 antag 3.6, S1P4 agonist -0.7, BaF3 tox 10.5, NPY2 pot ag -20.2, Runt-CBFb FRET -1.7 and S1P4 antag -3.1.
`COc1ccc(Cn2c(=O)c3[nH]cnc3n(-c3ccc(C)cc3)c2=O)cc1` gave RBBP9 inh -7.4, Ba/F3 V617F tox -4.5, NPY-Y1 PAM-ag -13.5, S1P4 agonist -0.8, BaF3 tox 1.3, NPY2 pot ag -18.1, Runt-CBFb FRET 1.3 and S1P4 antag 5.2.
N#Cc1c(SCC(=O)O)nc(-c2ccccc2)c2c1CCCC2 was read as RBBP9 inh -2.5, Ba/F3 V617F tox 0.0, NPY-Y1 PAM-ag 21.7, NPY-Y1 antag 0.8, S1P4 agonist 2.4, BaF3 tox 6.7, NPY2 pot ag 7.0, Runt-CBFb FRET -1.2 and S1P4 antag 8.1.
For Nc1ncnc(Nc2c(F)cccc2F)n1 the results were RBBP9 inh 9.1, Ba/F3 V617F tox -3.8, NPY-Y1 PAM-ag 0.9, S1P4 agonist -1.2, BaF3 tox -0.3, NPY2 pot ag 0.3, Runt-CBFb FRET 1.8 and S1P4 antag 15.6.
Screening O=C(/C=C/c1ccccc1)c1ccc2c(c1)OCO2 returned RBBP9 inh -3.4, Ba/F3 V617F tox -1.3, NPY-Y1 PAM-ag -9.0, S1P4 agonist -0.3, BaF3 tox 1.4, NPY2 pot ag -25.3, Runt-CBFb FRET 0.1 and S1P4 antag 22.4.
COc1ccc(C(=O)NNC(=O)c2snnc2C)cc1 was read as RBBP9 inh -0.8, Ba/F3 V617F tox 1.9, NPY-Y1 PAM-ag 1.4, S1P4 agonist -0.2, BaF3 tox -0.4, NPY2 pot ag -9.9, Runt-CBFb FRET -1.1 and S1P4 antag 10.6.
For CCCCn1c(SCC(=O)NCc2ccco2)nc2cc(S(N)(=O)=O)ccc21 the results were RBBP9 inh -5.0, Ba/F3 V617F tox -2.8, NPY-Y1 PAM-ag -3.9, NPY-Y1 antag -1.8, S1P4 agonist 1.9, BaF3 tox 4.0, NPY2 pot ag -28.6, Runt-CBFb FRET 6.3 and S1P4 antag -3.6.
Screening CC(=O)c1cc(NC(=O)c2ccc(C)cc2)c(=O)oc1/C=C/N(C)C returned RBBP9 inh -2.8, Ba/F3 V617F tox -1.8, NPY-Y1 PAM-ag 3.6, NPY-Y1 antag -2.5, S1P4 agonist -0.9, BaF3 tox 6.9, NPY2 pot ag 10.9, Runt-CBFb FRET -24.2 and S1P4 antag -10.6.
Cc1ccc(NC(=O)CS(=O)CC(=O)N(c2ccccc2)C(C)C(=O)NC2CCCC2)cc1 (centres undefined) was read as RBBP9 inh 1.5, Ba/F3 V617F tox 3.8, NPY-Y1 PAM-ag -18.3, NPY-Y1 antag 5.0, S1P4 agonist 0.5, BaF3 tox 10.0, NPY2 pot ag -8.2, Runt-CBFb FRET 0.3 and S1P4 antag -2.4.
For Cc1ccc(Cl)cc1N1CCN(C(=O)c2cccc3c(=O)c(C)c(-c4ccccc4)oc23)CC1 the results were RBBP9 inh -3.0, Ba/F3 V617F tox -6.8, NPY-Y1 PAM-ag 4.0, NPY-Y1 antag 4.2, S1P4 agonist 0.4, BaF3 tox 2.8, NPY2 pot ag 0.7, Runt-CBFb FRET -10.7 and S1P4 antag -15.0.
Screening COc1ccc2[nH]c(N=Nc3ccccc3C)c(O)c2c1 returned RBBP9 inh -7.6, Ba/F3 V617F tox -0.6, NPY-Y1 PAM-ag 22.6, NPY-Y1 antag -2.9, S1P4 agonist -1.9, BaF3 tox 5.8, NPY2 pot ag 18.3, Runt-CBFb FRET -8.5 and S1P4 antag -10.6.
Screening CCOC(=O)c1cc(CC)sc1NC(=O)Cc1ccsc1 returned RBBP9 inh -4.4, Ba/F3 V617F tox 2.9, NPY-Y1 PAM-ag -24.8, NPY-Y1 antag 2.5, S1P4 agonist 0.4, BaF3 tox 6.3, NPY2 pot ag -15.7, Runt-CBFb FRET -0.4 and S1P4 antag -0.9.
NC(=O)NC(c1ccccc1)c1cccc2ccccc12 (centres undefined) was read as RBBP9 inh 3.5, Ba/F3 V617F tox -3.8, NPY-Y1 PAM-ag 12.2, NPY-Y1 antag -3.6, S1P4 agonist 3.9, BaF3 tox 2.0, NPY2 pot ag -2.2, Runt-CBFb FRET -0.6 and S1P4 antag -29.5.
For CC(C)(C)n1ncc2c(=O)n(CC(=O)NCc3ccccc3Cl)cnc21 the results were RBBP9 inh -5.9, Ba/F3 V617F tox -0.4, NPY-Y1 PAM-ag 1.7, NPY-Y1 antag 6.5, S1P4 agonist 0.8, BaF3 tox 2.0, NPY2 pot ag -15.6, Runt-CBFb FRET -1.4 and S1P4 antag -4.8.
For CN(C)c1nc(Nn2cnnc2)nc(N(C)C)n1 the results were RBBP9 inh -4.4, Ba/F3 V617F tox -2.3, NPY-Y1 PAM-ag 9.1, S1P4 agonist 0.5, BaF3 tox -6.8, NPY2 pot ag -14.0, Runt-CBFb FRET 1.2 and S1P4 antag -7.8.
For O=C(NCC(c1ccco1)N1CCCCC1)C(c1ccccc1)c1ccccc1 (centres undefined) the results were RBBP9 inh 0.3, Ba/F3 V617F tox 4.8, NPY-Y1 PAM-ag -2.4, NPY-Y1 antag 8.0, S1P4 agonist -0.3, BaF3 tox 9.8, NPY2 pot ag -15.8, Runt-CBFb FRET -1.6 and S1P4 antag 20.5.
Screening CC(C)OC(=O)CC1C(=O)NCCN1C(=S)NC(=O)c1cccs1 (centres undefined) returned RBBP9 inh 4.0, Ba/F3 V617F tox -1.9, NPY-Y1 PAM-ag -4.5, NPY-Y1 antag 2.2, S1P4 agonist -2.1, BaF3 tox -0.9, NPY2 pot ag -4.2, Runt-CBFb FRET 5.4 and S1P4 antag -21.1.
Screening COc1ccc(C(=O)c2c[nH]c(C(=O)NCCCN3CCOCC3)c2)cc1 returned RBBP9 inh -6.6, Ba/F3 V617F tox 2.1, NPY-Y1 PAM-ag -11.8, NPY-Y1 antag 1.2, S1P4 agonist -2.1, BaF3 tox 8.4, NPY2 pot ag -7.1, Runt-CBFb FRET -2.3 and S1P4 antag 3.9.
For O=C(CSc1ccc2nnc(-c3ccccn3)n2n1)NCc1ccc2c(c1)OCO2 the results were RBBP9 inh -11.5, Ba/F3 V617F tox -2.4, NPY-Y1 PAM-ag 5.3, NPY-Y1 antag -3.3, S1P4 agonist -0.1, BaF3 tox 5.7, NPY2 pot ag 3.6, Runt-CBFb FRET 2.1 and S1P4 antag -10.7.
`CSc1ccccc1C(=O)Nc1cccc(C)c1` gave RBBP9 inh -9.1, Ba/F3 V617F tox 1.6, NPY-Y1 PAM-ag 9.1, NPY-Y1 antag 1.6, S1P4 agonist 2.0, BaF3 tox 6.3, NPY2 pot ag -3.3, Runt-CBFb FRET 1.3 and S1P4 antag -3.3.
For CCOC(=O)N1CCC(N2CCCC(C(=O)c3cccc(OC)c3)C2)CC1 (centres undefined) the results were RBBP9 inh -3.5, Ba/F3 V617F tox 0.2, NPY-Y1 PAM-ag 0.3, S1P4 agonist 2.4, BaF3 tox -4.5, NPY2 pot ag -2.1, Runt-CBFb FRET 0.6 and S1P4 antag -8.5.
`CCOC(=O)Cc1csc(SCC(=O)NC2CCCC(C)C2C)n1` (centres undefined) gave RBBP9 inh -2.5, Ba/F3 V617F tox -1.2, NPY-Y1 PAM-ag 0.9, NPY-Y1 antag 6.4, S1P4 agonist 2.1, BaF3 tox 4.2, NPY2 pot ag 4.8, Runt-CBFb FRET -1.0 and S1P4 antag -16.3.
For CC(C)CC(=O)NNC(=O)c1ccc(Cl)cc1 the results were RBBP9 inh -10.8, Ba/F3 V617F tox 2.8, NPY-Y1 PAM-ag 2.4, NPY-Y1 antag -4.4, S1P4 agonist -0.9, BaF3 tox 5.2, NPY2 pot ag -9.4, Runt-CBFb FRET -1.2 and S1P4 antag 5.0.
For COc1ccc(N(C(=O)c2ccco2)C(C(=O)NC2CCCC2)c2ccc(N(C)C)cc2)cc1OC (centres undefined) the results were RBBP9 inh 7.1, Ba/F3 V617F tox 1.0, NPY-Y1 PAM-ag -4.1, NPY-Y1 antag 6.2, S1P4 agonist 0.0, BaF3 tox 6.4, NPY2 pot ag -6.6, Runt-CBFb FRET -3.5 and S1P4 antag -26.3.
`CCCCCCn1nc(C(=O)OCC(=O)NC2CCS(=O)(=O)C2)c2ccccc2c1=O` (centres undefined) gave RBBP9 inh 2.2, Ba/F3 V617F tox 0.4, NPY-Y1 PAM-ag -36.9, NPY-Y1 antag 3.6, S1P4 agonist 2.5, BaF3 tox 3.1, NPY2 pot ag -8.8, Runt-CBFb FRET -9.0 and S1P4 antag -6.2.
`Cc1c(Nc2ccc(C=O)cc2)c(=O)n(-c2ccccc2)n1C` gave RBBP9 inh -3.8, Ba/F3 V617F tox -3.7, NPY-Y1 PAM-ag -1.6, NPY-Y1 antag 6.2, S1P4 agonist -4.7, BaF3 tox -0.8, NPY2 pot ag 1.2, Runt-CBFb FRET -20.8 and S1P4 antag 7.8.
O=c1c(-c2ccc(Oc3ccccc3)cc2)[n+]([O-])c2ccccc2n1OCc1ccccn1 was read as RBBP9 inh -2.7, Ba/F3 V617F tox 2.6, NPY-Y1 PAM-ag -15.8, NPY-Y1 antag 6.3, S1P4 agonist 0.5, BaF3 tox 8.2, NPY2 pot ag -42.3, Runt-CBFb FRET 1.0 and S1P4 antag 10.4.
Screening COc1ccccc1CNc1ncnc2cc(OC)c(OC)cc12 returned RBBP9 inh -5.3, Ba/F3 V617F tox 1.6, NPY-Y1 PAM-ag 10.2, NPY-Y1 antag 13.3, S1P4 agonist -1.8, BaF3 tox 6.0, NPY2 pot ag 2.6, Runt-CBFb FRET -0.2 and S1P4 antag -4.5.
COCCCNC(=O)CC(NS(=O)(=O)c1ccc(C)cc1)c1ccco1 (centres undefined) was read as RBBP9 inh 1.3, Ba/F3 V617F tox -0.1, NPY-Y1 PAM-ag 8.9, NPY-Y1 antag -2.3, S1P4 agonist 0.5, BaF3 tox 1.7, NPY2 pot ag -1.5, Runt-CBFb FRET -2.8 and S1P4 antag 22.1.
